# Source: PubChem BioAssay (several laboratories)
# PG9 binder – small molecules binding HIV-1 gp120 antibody PG9; TR-FRET gp120-PG9 antibody binding; inhibition, % at 6.7 µM; hit rate 0.43% among 360,000; in the data active means inhibition above about 8.5%
# DAX1 inh-1 – inhibits human nuclear receptor DAX1; P51843; HEK293 Gal4-DAX1 luciferase reporter, luminescence; inhibition, % at 6.75 µM; hit rate 0.99% among 340,000; AID 504766;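 active means inhibition above the mean over all tested compounds plus 3 SD, cut at about 4.2% in these data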;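 further: 0% = DAX1-transfected cells with DMSO and 100% = empty-vector control cells with DMSO; inhibition shows as a rise in luminescence from relieved DAX1 repression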
# Target sequence (P51843 207-470 limits assumed): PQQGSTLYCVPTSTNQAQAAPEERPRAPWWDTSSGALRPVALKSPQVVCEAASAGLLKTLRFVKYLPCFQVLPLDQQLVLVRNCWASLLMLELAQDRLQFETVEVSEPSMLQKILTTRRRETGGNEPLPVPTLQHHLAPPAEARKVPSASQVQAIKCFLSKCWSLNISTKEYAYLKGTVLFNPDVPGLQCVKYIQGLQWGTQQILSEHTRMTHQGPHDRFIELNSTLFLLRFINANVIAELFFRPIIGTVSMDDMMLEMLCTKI
# ssDAF12 agonist – S. stercoralis DAF-12 activation, primary screen | activation, % at 6.8 µM | HEK293 ssDAF-12/GRIP1 lit1-tk-luc reporter, luminescence; % of 3 µM dafachronic acid response | hit rate 1% among 370,000;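 active means activation above the mean over all tested compounds plus 3 SD, cut at about 0.9% in these data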;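 further: 0% = DMSO-only wells and 100% = 3 µM delta7-dafachronic acid wells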
# hcDAF12 agonist – activates DAF-12 receptor from parasite H. contortus; HEK293 hcDAF-12 lit1-tk-luc reporter, luminescence; 0% DMSO, 100% Δ7-dafachronic acid; hit rate 1.4% among 370,000; activation, % at 6.8 µM;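 active means activation above the mean of all tested compounds plus 3 SD, cut at about 5.5% in these data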;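 further: 100% = response to 3 µM Δ7-dafachronic acid high control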
# SMARCA2 act – increases SMARCA2 function in MMTV reporter cells; MG213 cells, MMTV-luciferase reporter, dexamethasone, overnight; activation, % at 9.1 µM; hit rate 1% among 370,000; AID 652017; in the data active means activation above about 7.8%;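 further: 0% = vehicle wells and 100% = reference activator wells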
# PLC-beta3 inh – inhibitors of human phospholipase C beta3 | Purified PLC-beta3, fluorogenic substrate, fluorescence | inhibition, % at 12.2 µM | AID 720704 | Q01970 | hit rate 0.18% among 370,000; in the data active means inhibition above about 11%;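 further: 0% = median of compound wells on plate and 100% = full blocker control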
# FXN GAA850 act – increases GAA850 frataxin promoter reporter activity; HEK293 lucGAA850 FXN promoter luciferase reporter, 24 h; percent of 10 µM SAHA response; activation, % at 6 µM; hit rate 0.56% among 360,000; AID 540364;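 active means activation above the average of all compounds screened plus 3 SD, cutoff fixed separately per campaign, cut at about 7.5% in these data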;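 further: 0% = DMSO wells and 100% = 10 µM SAHA wells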
# NR1D1 modulator – modulates human Rev-erb alpha binding to DNA; P20393; Rev-erbα–FITC-DNA binding, fluorescence polarization, 90 min; activity, % at 10 µM; hit rate 0.79% among 370,000; AID 1259318;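 active means activity above about 14%, limit read from the data; passing the limit was not always enough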;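 further: 0% = DMSO wells with 35 nM protein and 100% = DMSO wells with 750 nM protein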
# DAX1 inh-2 – blocks DAX1 repression of SF-1 activated StAR promoter; inhibition, % at 6.8 µM; hit rate 1.1% among 370,000; HEK293T StAR-luciferase reporter, SF-1/DAX-1 repression relief; AID 652010;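 active means inhibition above the mean over all tested compounds plus 3 SD, cut at about 3.6% in these data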;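 further: 0% = DAX-1 cells with DMSO and 100% = cells lacking DAX-1 with DMSO; higher inhibition means more luminescence from relief of DAX-1 repression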
# sPLA2-III inh – Inhibits HGIII-sPLA2 liposome hydrolysis, primary screen; Q9NZ20; QFRET BODIPY PC-A2 liposome hydrolysis, fluorescence; inhibition, % at 12.2 µM; hit rate 0.56% among 370,000; AID 743126;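 active means inhibition above mean plus 3 SD of compounds lying within the high and low control bounds, cut at about 19% in these data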;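 further: 0% = median of test compound wells and 100% = no enzyme DMSO wells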
# Target sequence (Q9NZ20 whole entry, looked up): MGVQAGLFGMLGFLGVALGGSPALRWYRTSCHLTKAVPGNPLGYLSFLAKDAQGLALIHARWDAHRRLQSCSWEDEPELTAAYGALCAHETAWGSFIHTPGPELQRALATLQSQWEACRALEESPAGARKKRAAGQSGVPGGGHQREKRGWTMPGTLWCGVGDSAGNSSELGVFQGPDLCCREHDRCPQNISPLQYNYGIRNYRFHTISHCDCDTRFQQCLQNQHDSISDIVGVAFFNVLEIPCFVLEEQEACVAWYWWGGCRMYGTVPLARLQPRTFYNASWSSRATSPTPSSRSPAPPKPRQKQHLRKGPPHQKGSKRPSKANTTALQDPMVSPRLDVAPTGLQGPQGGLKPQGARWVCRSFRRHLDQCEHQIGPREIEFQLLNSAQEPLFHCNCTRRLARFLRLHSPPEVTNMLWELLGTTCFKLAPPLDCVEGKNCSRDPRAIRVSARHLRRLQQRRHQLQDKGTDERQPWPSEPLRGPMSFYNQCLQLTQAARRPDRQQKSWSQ
# hgDAF12 agonist – hgDAF-12 agonism, primary luciferase screen; HEK293 GAL4-hgDAF12 UAS-luciferase reporter, agonist luminescence; normalized to butyrate control; hit rate 1.8% among 370,000; AID 687014; activation, % at 6.8 µM;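 active means activation above a cutoff set at the mean of all screened compounds plus 3 SD, cut at about 10% in these data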;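 further: 0% = DMSO wells and 100% = sodium butyrate wells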
# An asterisk follows results filed as active; i = inactive; / = not tested or not shown.
smiles	hgDAF12 agonist	SMARCA2 act	FXN GAA850 act	hcDAF12 agonist	sPLA2-III inh	DAX1 inh-2	NR1D1 modulator	PLC-beta3 inh	DAX1 inh-1	PG9 binder	ssDAF12 agonist
Nc1nc(NCC2CCCO2)nc(Nc2ccccc2F)c1[N+](=O)[O-] (centres undefined)	0.8	-2	1.5	-0.6	-4	0.3	-3	-1	0.3	-1.3	-0.5
O=C(CN(Cc1ccco1)C(=O)Cn1nnc(-c2ccc(F)cc2)n1)NC1CCCC1	-2.1	-6	-0.5	-2.3	7	-0.9	1	4	-0.4	-0.3	-1.9
Cc1cc(C)c2c(N)c(C(=O)N3CCc4ccccc4C3)sc2n1	-4.7	-5	-0.8	-1.5	9	-0.3	-4	i	0.5	1.2	-1.1
CCc1ccccc1NC(=O)CCS(=O)(=O)c1ccc(Br)cc1	-1.5	-1	1.5	-2.2	-6	0.1	2	-2	-0.4	0.7	-1.1
c1ccc2oc(NC3=NCN(C4CCCCC4)CN3)nc2c1	1.5	-4	3.8	-0.6	5	-0.2	2	-3	/	0.7	-1.3
S=C(Nc1ccc(Br)cc1)N1CCn2cccc2C1c1cccnc1 (centres undefined)	1.6	-3	2.4	1.5	-2	1.2	0	-2	-0.7	-0.4	-1.4
FC(F)(F)c1ccccc1-n1c(-c2cnccn2)n[nH]c1=S	-4.5	-5	-5.2	-2.2	2	-0.6	1	-5	-1.6	-1.3	-1.1
O=C(OC12CCCN(C1)/C(=C/c1cccc(Cl)c1)C2)C1CCCC1 (centres undefined)	1.6	-3	/	-1.5	0	1.2	3	-2	/	/	-0.8
O=C(Nc1ccc(F)c([N+](=O)[O-])c1)C(=O)c1c(O)[nH]c2ccccc12	1.5	-1	0.2	6.9*	-4	-0.4	0	-5	3.6	-2.6	0.4
CC(C)c1ccc(/C=C(/C#N)c2nnc(NC(=O)c3ccccc3)s2)cc1	-2.5	1	1.2	1.7	6	1.1	0	-34	-0.6	0.5	-1.7
COc1ccc(N2C(=O)CC(NNc3nc4ccccc4s3)C2=O)cc1 (centres undefined)	0.8	-1	-0.3	-1.3	-8	-0.3	-3	-5	/	0.0	-1.6
O=C(OCC(=O)N1CCCc2ccccc21)c1ccccc1OC(F)F	2.4	-1	0.2	1.7	-8	-0.5	-2	0	1.4	-1.2	-1.4
CCOc1ccc2nc(N(CCN(C)C)C(=O)c3ccc4ccccc4c3)sc2c1	-0.5	-1	2.7	-1.9	0	-0.2	3	-16	-0.2	0.9	-0.8
O=C(COC(=O)C1COc2ccccc2O1)NC1CCCCC1 (centres undefined)	-0.5	-1	-0.8	0.0	2	-0.7	-1	0	-0.6	-0.8	-0.6
Cc1ccc2[nH]c(=O)c(CN(Cc3ccco3)C(=O)N3CCOCC3)cc2c1	3.1	5	0.3	-0.9	-2	0.2	4	-151	-0.3	-0.4	-0.3
CN1CCN(S(=O)(=O)c2ccc(SCCOc3ccc(Cl)cc3)nc2)CC1	-3.6	-4	0.6	0.3	10	0.6	-2	1	-1.1	-1.8	-1.0
O=C(Nc1ccc(S(=O)(=O)N2CCOCC2)cc1)c1ccc(Cl)cc1Cl	-1.4	4	2.3	2.0	-3	-0.6	0	-7	-0.5	-1.7	-0.8
CC(=O)c1ccc(N2CCCCC2)c(F)c1	-3.8	0	-2.0	0.0	2	1.1	-6	-2	1.1	0.2	-1.4
CCC(CC)C(=O)Nc1cccc(C(=O)NC(C)(C)C)c1	0.6	-3	0.5	-1.8	9	0.2	-3	-5	1.5	-0.9	-1.4
CN(C)S(=O)(=O)c1cccc(NC(=O)c2ccc(OC(F)(F)F)cc2)c1	-0.8	-4	-1.4	-4.3	-13	-1.9	4	-5	-3.2	0.4	-2.4
CCNC(=O)c1cc(Cl)ccc1OC	-1.7	-2	0.7	-0.3	4	-0.3	-3	3	0.0	-1.6	-1.9
C=CCNC(=O)CSc1nc2ccccc2c(=O)n1CCc1ccc(OC)c(OC)c1	-4.1	3	-0.6	-4.3	7	0.0	2	-1	-2.0	-1.3	-1.3
C=CCC[C@@H](Cc1ccc(F)cc1)C(=O)OC[C@@H](C)NC(=O)[C@H](CC=C)CC(=O)N(CCO)Cc1ccccc1	-3.2	-2	-10	-2.0	-34	-0.7	0	-1	-0.8	0.6	-1.5
CCC(c1nnc(SCc2nc3ccccc3s2)n1Cc1ccccc1)N(C)C (centres undefined)	1.8	0	1.7	5.7*	-15	1.6	-1	-6	0.0	-1.9	0.4
N/C(=N\OC(=O)CCC1CCCCC1)c1ccccn1	15*	4	3.5	4.2	-4	4.2*	-3	-102	2.3	-0.9	0.7
COc1ccc(CCNC(=O)C2CCN(Cc3nc(-c4ccccc4C)oc3C)CC2)cc1OC	-1.7	-2	0.9	-2.6	-10	-0.9	0	1	-2.6	2.8	-2.0
CCCn1ncc(C(=O)NC2CCCN(Cc3ccc(Cl)cc3)C2)c1C (centres undefined)	-2.5	-1	-0.5	0.2	1	0.1	-4	-6	-0.1	0.7	-0.9
O=c1c2ccccc2nnn1Cc1ccccc1Cl	-2.8	-5	0.9	-1.7	4	-1.7	-3	-8	0.5	0.3	-2.0
O/N=C/c1ccc2ccccc2c1	4.9	3	2.0	-0.7	-10	-0.4	-4	0	0.6	-0.6	-0.5
CCn1c(-c2ccccc2)csc1=Nc1ccc(S(=O)(=O)O)cc1	-1.3	0	1.6	-2.2	-8	-0.3	0	-1	-0.4	-1.5	-1.0
COc1ccc(S(=O)(=O)CCC(=O)Nc2c(C)n(C)n(-c3ccccc3)c2=O)cc1	-0.4	-2	-0.9	-1.1	8	0.2	-12	2	-0.1	0.5	-1.1
CCN(CC)S(=O)(=O)c1ccc(Cl)c(NC(=O)c2cc(Cl)ccc2Cl)c1	-0.3	-3	1.0	1.1	-5	0.4	-1	10	0.5	-2.5	-0.7
Cc1[nH]c2ccccc2c1C(=O)COC(=O)c1cccc(S(=O)(=O)N2CCCCC2)c1	1.6	-3	-1.6	-2.0	12	-0.1	3	-1	-0.2	-1.4	-0.8
CCOc1ccc(NC(=O)CNC(=O)Cc2ccccc2)cc1	2.3	-3	4.7	-1.9	5	0.0	-4	-8	0.9	0.3	-0.7
CS(=O)(=O)N1CCCC(C(=O)NCCCN2CCOCC2)C1 (centres undefined)	1.7	-2	0.6	-0.2	0	0.4	-3	1	-0.7	-3.9	-1.4
O=C(NCc1ccccc1)/C(=C/c1ccc(OC(F)F)cc1)c1ccccc1	-5.2	-3	3.2	-3.2	-2	-0.7	-2	-3	-0.8	-1.8	-0.7
Cc1cc(=O)cc(C)n1-c1ccc(O)cc1	-1.2	4	1.0	-0.1	3	0.0	0	1	2.2	-1.8	-1.4
CC(=O)OCc1ccccc1Sc1ccccc1C(=O)NCc1ccccc1	4.8	10*	0.2	1.0	1	1.6	1	-8	1.5	-2.3	-0.7
O=C(NCCc1nnc2ccc(N3CCCC3)nn12)c1ccccc1	2.5	-2	-0.1	0.8	5	-1.8	-5	-8	1.8	1.7	-1.2
Cc1csc(N/N=C/c2ccccc2F)n1	9.6	4	3.5	7.2*	8	1.0	-1	-37	2.9	-0.4	0.6
Cc1nc(=O)c(-c2ccccc2)c(C)n1CC1CCCO1 (centres undefined)	2.9	2	-1.8	0.3	2	0.4	3	4	-0.8	-0.2	-1.1
O=c1[nH]c(-c2ccccn2)nc2sc(-c3ccccc3)cc12	6.5	-2	-15	1.0	8	-0.6	3	-332	3.6	0.3	-1.3
COc1cccc(NC(=O)Cn2c(=O)n(-c3ccccc3)c(=O)c3oc4ccccc4c32)c1	-2.2	-2	0.3	-1.3	-4	0.2	-2	2	-1.2	-1.0	-0.2
CCCCN(C(=O)c1oc2ccc(OCC)cc2c1C)c1c(N)n(CC(C)C)c(=O)[nH]c1=O	-0.1	-2	0.8	1.9	2	4.2*	1	-15	0.0	3.7	-0.8
CCN(CC)S(=O)(=O)c1ccc(C(=O)NC(=S)N2CCN(c3ccccc3O)CC2)cc1	-0.8	-2	1.2	1.1	12	-2.5	2	-36	-1.0	-0.8	-1.5
COc1cc(OC)cc(C(=O)NCC(=O)OCC(=O)N2c3ccccc3NC(=O)C2(C)C)c1	5.1	-6	2.0	-1.5	8	0.5	-2	-1	-0.2	-1.3	-0.8
CCCOc1ccc(/C=C/C(=O)N2CCN(c3ccccn3)CC2)cc1	4.3	1	-1.6	-0.4	-1	-0.5	1	-10	-0.8	-0.3	-1.4
CC(C)CCN1CCN(Cc2cccc3nonc23)CC1CCO (centres undefined)	1.3	-1	-0.3	-1.1	-3	-0.2	1	1	0.0	-1.1	-1.3
CCOc1ccc(C(=O)NCC(=O)OCc2c(F)cccc2Cl)cc1OCC	3.6	-2	0.8	-4.1	9	0.9	2	1	-0.5	1.1	-1.6
O=C(N1CCN=C1SCc1cccnc1)C12CC3CC(CC(C3)C1)C2	-1.3	3	4.1	-1.8	8	-0.8	-2	5	-0.9	-0.1	-1.3

# Remaining list, next part.
smiles	hgDAF12 agonist	SMARCA2 act	FXN GAA850 act	hcDAF12 agonist	sPLA2-III inh	DAX1 inh-2	NR1D1 modulator	PLC-beta3 inh	DAX1 inh-1	PG9 binder	ssDAF12 agonist
O=[N+]([O-])c1ccc(C2CNC(c3ccccc3)O2)cc1 (centres undefined)	0.5	0	-1.8	-1.1	8	0.2	5	0	-0.2	0.4	-1.6
O=C(Cc1cccc2ccccc12)N/N=C/c1ccc(Sc2cccc3cccnc23)o1	0.0	2	/	-0.1	-3	-0.1	7	-9	/	0.1	-0.2
COc1ccc(Cc2nc(-c3ccc(-n4cccc4)cc3)no2)cc1	4.6	0	0.4	-1.5	-1	0.1	10	-3	2.6	-1.1	-2.2
Cn1c(SCC(=O)NC2CCS(=O)(=O)C2)nc2ccccc21 (centres undefined)	1.5	-4	2.6	-1.4	14	-0.7	-3	-5	1.0	-0.3	-0.7
CN(CC(=O)Nc1ccccc1[N+](=O)[O-])Cc1ccc(Br)cc1	2.3	-3	1.0	-0.3	-9	-0.1	3	-5	0.2	0.6	-1.3
C/C(=N\NC(=O)c1ccoc1C)c1ccccc1	14*	4	1.2	5.6*	0	3.9*	-4	-4	/	-0.4	0.6

# Whole records from above:
# CN(CC(=O)Nc1ccccc1[N+](=O)[O-])Cc1ccc(Br)cc1 is entered as hgDAF12 agonist = 2.3; SMARCA2 act = -3; FXN GAA850 act = 1.0; hcDAF12 agonist = -0.3; sPLA2-III inh = -9; DAX1 inh-2 = -0.1; NR1D1 modulator = 3; PLC-beta3 inh = -5; DAX1 inh-1 = 0.2; PG9 binder = 0.6; ssDAF12 agonist = -1.3
# Cn1c(SCC(=O)NC2CCS(=O)(=O)C2)nc2ccccc21 (centres undefined) is entered as hgDAF12 agonist = 1.5; SMARCA2 act = -4; FXN GAA850 act = 2.6; hcDAF12 agonist = -1.4; sPLA2-III inh = 14; DAX1 inh-2 = -0.7; NR1D1 modulator = -3; PLC-beta3 inh = -5; DAX1 inh-1 = 1.0; PG9 binder = -0.3; ssDAF12 agonist = -0.7
